ROS inducer = ROS inducers in U2OS cancer cells, primary screen, cell-based, H2DCF-DA fluorescence; AID 624156, 2012; ROS induction (% of piperlongumine), % at 10 µM; 2% of 46,000 active; U2OS ROS induction; in the data active = ROS induction above about 79%, passing the limit was not always enough; inconclusive = no clear call, values can overlap the other calls;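 also: 0% = DMSO vehicle median and 100% = reference compound median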
* hit, by the source's call; u = inconclusive. An excerpt, so the mix of outcomes need not match the whole.

1: C=C1C([C@]2(C)C(CC(=O)OC)[C@@](C)(COC(C)=O)OC(=O)C[C@@H]2OC(C)=O)[C@@H](OC=O)[C@H](OC(=O)C(OC(C)=O)C(C)CC)[C@@]2(C)[C@H](c3ccoc3)CC(=O)C12O (stereo not given in full)
  ROS inducer: 3
2: O=c1[nH]c2ccccc2n1C1CCN(CCCC(c2ccc(F)cc2)c2ccc(F)cc2)CC1
  ROS inducer: 35
3: CCCN(CCC)CCc1ccc(O)c(O)c1
  ROS inducer: -7
4: O=c1cc(O)c2ccccc2o1
  ROS inducer: 6
5: CC(C)[C@@]1(NC(=O)[C@@H]2CC3c4cccc5[nH]cc(c45)C[C@H]3N(C)C2)O[C@@]2(O)[C@@H]3CCCN3C(=O)[C@H](Cc3ccccc3)N2C1=O (stereo not given in full)
  ROS inducer: 32
6: CCC(=O)O[C@H]1CC[C@H]2[C@@H]3CCC4=CC(=O)CC[C@]4(C)[C@H]3CC[C@]12C
  ROS inducer: -3
7: c1ccc2c(N3CCNCC3)cccc2c1
  ROS inducer: -1
8: COc1ccc(OC(=O)N(C)C[C@H]2OCc3cnnn3CCCC(=O)N([C@@H](C)CO)C[C@@H]2C)cc1
  ROS inducer: -7
9: Cn1c(CCN)nc2ccccc21
  ROS inducer: 16
10: CC(CO)NC(=O)C1C=C2c3cccc4[nH]cc(c34)CC2N(C)C1 (stereo not given)
  ROS inducer: -12
11: CCC(=O)O[C@H]1CCC2C3CCC4=CC(=O)CC[C@]4(C)C3CC[C@@]21C (stereo not given in full)
  ROS inducer: -1
12: C[C@@H]1CN([C@@H](C)CO)C(=O)CCCn2nncc2CO[C@H]1CN(C)C(=O)Oc1ccc2ccccc2c1
  ROS inducer: -6
13: CO[C@H](C)C(O)(C(=O)OCC1=CCN2CC[C@H](O)[C@@H]12)C(C)C (stereo not given in full)
  ROS inducer: -2
14: C=C1[C@@]23C(=O)O[C@H](C)[C@]24O[C@@]2(C(=C)[C@]5(C=CC(=O)OC5(C)C)CC[C@]32C)[C@H](O)[C@@]1(C)OC4=O
  ROS inducer: 14
15: CC12CCC3C(CC=C4CC(O)CCC43CO)C1CCC2OC(=O)c1ccccc1 (stereo not given)
  ROS inducer: u
16: CCOP(=S)(OCC)SCn1c(=O)oc2cc(Cl)ccc21
  ROS inducer: 13
17: CC1(C)C(=O)C=C[C@@]2(C)C1C(=O)C(=O)[C@]1(C)C2CC[C@@]2(C)[C@H](c3ccoc3)C[C@H]3O[C@]321 (stereo not given in full)
  ROS inducer: 179*
18: c1cncc(C2N=C(c3cnccn3)NN2)c1 (stereo not given)
  ROS inducer: 16
19: Cc1ccnc(NC(c2ccccc2[N+](=O)[O-])c2ccc3ccc(C)nc3c2O)c1 (stereo not given)
  ROS inducer: -8
20: O=C(CC[N+](=O)[O-])OC[C@H]1O[C@@H](O)[C@H](OC(=O)CC[N+](=O)[O-])[C@@H](OC(=O)CC[N+](=O)[O-])[C@@H]1OC(=O)CC[N+](=O)[O-]
  ROS inducer: -10
21: Cc1ccc(CN(Cc2ccccc2)C(=S)NCC(=O)N2CCC3(CC2)OCCO3)o1
  ROS inducer: -9
22: CCCC12CNCC(C)(CNC1)C2=O
  ROS inducer: -7
23: COc1ccc2c(c1OC)C(=O)O[C@H]2[C@@H]1c2cc3c(cc2CCN1C)OCO3
  ROS inducer: -4
24: O=C(c1cccn2c(=O)c3cc(Br)ccc3nc12)N1CCC2(CC1)OCCO2
  ROS inducer: 0
25: COc1ccc2c(c1O)-c1c(OC)c(OC)cc3c1[C@H](C2)N(C)CC3
  ROS inducer: -8

Single values from above.
ROS inducer with no. 19 stands at -8
ROS inducer with no. 25 stands at -8

An excerpt from above in order of molecular weight, highest first.
1: C=C1C([C@]2(C)C(CC(=O)OC)[C@@](C)(COC(C)=O)OC(=O)C[C@@H]2OC(C)=O)[C@@H](OC=O)[C@H](OC(=O)C(OC(C)=O)C(C)CC)[C@@]2(C)[C@H](c3ccoc3)CC(=O)C12O (stereo not given in full)
  ROS inducer: 3
8: COc1ccc(OC(=O)N(C)C[C@H]2OCc3cnnn3CCCC(=O)N([C@@H](C)CO)C[C@@H]2C)cc1
  ROS inducer: -7
14: C=C1[C@@]23C(=O)O[C@H](C)[C@]24O[C@@]2(C(=C)[C@]5(C=CC(=O)OC5(C)C)CC[C@]32C)[C@H](O)[C@@]1(C)OC4=O
  ROS inducer: 14
24: O=C(c1cccn2c(=O)c3cc(Br)ccc3nc12)N1CCC2(CC1)OCCO2
  ROS inducer: 0
25: COc1ccc2c(c1O)-c1c(OC)c(OC)cc3c1[C@H](C2)N(C)CC3
  ROS inducer: -8

Five entries picked at random from those above:
23: COc1ccc2c(c1OC)C(=O)O[C@H]2[C@@H]1c2cc3c(cc2CCN1C)OCO3
  ROS inducer: -4
8: COc1ccc(OC(=O)N(C)C[C@H]2OCc3cnnn3CCCC(=O)N([C@@H](C)CO)C[C@@H]2C)cc1
  ROS inducer: -7
12: C[C@@H]1CN([C@@H](C)CO)C(=O)CCCn2nncc2CO[C@H]1CN(C)C(=O)Oc1ccc2ccccc2c1
  ROS inducer: -6
6: CCC(=O)O[C@H]1CC[C@H]2[C@@H]3CCC4=CC(=O)CC[C@]4(C)[C@H]3CC[C@]12C
  ROS inducer: -3
3: CCCN(CCC)CCc1ccc(O)c(O)c1
  ROS inducer: -7

Assay outcomes deposited in PubChem by Broad Institute.
